# Source: PubChem BioAssay (several laboratories)
# OX1R antagonist – OX1R (HCRTR1) antagonists, primary screen, fluorescence, CHO/OX1R cells, Fluo-8 calcium, orexin A. inhibition, % at 5 µM. Fluo-8 calcium fluorescence. Orexin/Hypocretin receptor type 1 (Homo sapiens), O43613. hit rate 0.43% among 330,000. AID 434989, 2010;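 active means inhibition above its plate's threshold, mean inhibition of all tested compounds on the plate plus 3 SD, cut at about 37% in these data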;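 further: 0% = orexin A challenge wells and 100% = SB-334867-A antagonist wells; not every result past the cut was called active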
# Target sequence (O43613 whole entry, looked up): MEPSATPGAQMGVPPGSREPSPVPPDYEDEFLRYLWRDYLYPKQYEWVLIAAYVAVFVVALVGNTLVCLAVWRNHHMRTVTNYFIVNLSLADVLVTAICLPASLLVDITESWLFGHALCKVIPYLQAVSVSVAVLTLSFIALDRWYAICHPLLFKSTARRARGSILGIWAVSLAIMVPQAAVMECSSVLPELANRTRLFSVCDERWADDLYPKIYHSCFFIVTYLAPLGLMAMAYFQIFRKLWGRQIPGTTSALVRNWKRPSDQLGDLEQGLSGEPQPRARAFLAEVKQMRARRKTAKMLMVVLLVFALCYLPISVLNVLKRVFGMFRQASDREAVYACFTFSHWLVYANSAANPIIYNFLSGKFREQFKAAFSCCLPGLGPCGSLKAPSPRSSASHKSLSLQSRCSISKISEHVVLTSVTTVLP
# CHT allo act – CHT positive allosteric modulators, primary screen, cell-based, membrane potential dye, choline EC20; High affinity choline transporter 1 (Homo sapiens), Q9GZV3; CHT-expressing cells; hits give high values; LV-AA mutant CHT in HEK293 cells; B-score at 10 µM; hit rate 0.49% among 310,000; AID 488977, 2010;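 active means initial fluorescence not abnormally high and integrated response B-score, plate-corrected, over 3 SD above library mean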
# Target sequence (Q9GZV3 whole entry, looked up): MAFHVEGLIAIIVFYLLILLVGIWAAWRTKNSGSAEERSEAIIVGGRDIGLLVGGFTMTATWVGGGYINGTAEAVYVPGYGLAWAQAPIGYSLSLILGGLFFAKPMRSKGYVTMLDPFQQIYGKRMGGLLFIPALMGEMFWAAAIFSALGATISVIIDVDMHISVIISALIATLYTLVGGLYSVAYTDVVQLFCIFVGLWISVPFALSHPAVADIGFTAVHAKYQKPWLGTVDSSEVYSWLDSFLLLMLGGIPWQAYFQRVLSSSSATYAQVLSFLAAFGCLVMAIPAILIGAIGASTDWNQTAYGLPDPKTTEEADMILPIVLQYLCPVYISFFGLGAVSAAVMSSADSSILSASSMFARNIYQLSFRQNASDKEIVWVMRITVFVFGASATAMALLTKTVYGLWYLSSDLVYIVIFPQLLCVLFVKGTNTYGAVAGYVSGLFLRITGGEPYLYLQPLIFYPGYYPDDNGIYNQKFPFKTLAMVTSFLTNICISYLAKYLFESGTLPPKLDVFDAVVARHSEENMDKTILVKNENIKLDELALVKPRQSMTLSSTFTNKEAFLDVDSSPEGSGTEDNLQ
# The depositor's hits bear a star; i = inactive; / = no result given.
# Second line of a record: CHT allo act, OX1R antagonist
> O=C(C1CCN(S(=O)(=O)c2c(Cl)cccc2Cl)CC1)N1CCCC1
→ /, -10
> CCOC(=O)CCC(NC(=O)c1ccc(NCN2C(=O)c3ccccc3C2=O)cc1)C(=O)OCC (stereo not given)
→ i, -12
> CCS(=O)(=O)N1CCC(C(=O)O)CC1
→ i, -9
> COCCn1c(SCC(=O)Nc2sc(C)c(C)c2C#N)nnc1-c1ccc(OC)cc1
→ i, -23
> Cc1cc2c(c(=O)n1CCN(C)C)C(c1ccccc1Br)C(C#N)=C(N)O2 (stereo not given)
→ i, -7
> Cc1sc(NC(=O)C2=COCCO2)nc1-c1ccc(F)cc1
→ i, -28
> CCc1c(C)nc2c(Br)cccc2c1SCCC#N
→ i, -25
> Oc1ccccc1-c1cc(-c2ccco2)[nH]n1
→ i, -10
> CCCn1cc(CN2CCC(n3nccc3NC(=O)C(OC)c3ccccc3)CC2)c(C)n1 (stereo not given)
→ i, -8
> CCC(NC(=S)NCc1ccccc1)C(=O)O (stereo not given)
→ i, -15
> COCCCNC(=O)c1ccc(-c2csc(C)n2)cc1
→ i, -7
> O=C(CCCc1nc(-c2ccccc2)no1)NCc1cccnc1
→ i, -4
> Cc1cc(NS(=O)(=O)c2ccc(NC(=O)C(F)(F)F)cc2)nc(C)n1
→ i, -22
> Cc1ccc(C)c(OCC(O)CN2C(C)CCCC2C)c1 (stereo not given)
→ i, -26
> CCN1C(=S)N[C@@H](c2cccc(F)c2)C(C(=O)OC)=C1C
→ i, -30
> CN1CC(C(=O)O)Cc2c1ccc1ccccc21 (stereo not given)
→ i, -9
> COc1ccccc1C(CNC(=O)CNC(=O)c1ccc(C)c(C)c1)N1CCCC1 (stereo not given)
→ /, -28
> Cc1cc(C)cc(-n2cc[nH]c2=S)c1
→ i, 0
> COc1ccc(CCN(C)C(=O)C2CCN(Cc3ccc(C)cc3)CC2)cc1OC
→ i, -29
> CC1Oc2ccccc2N(CC(=O)N2CCc3ccccc32)C1=O (stereo not given)
→ i, -16

# Record cards, from the list above.
# Shown for Cc1ccc(C)c(OCC(O)CN2C(C)CCCC2C)c1 (stereo not given) = CHT allo act = i; OX1R antagonist = -26
# Shown for Cc1cc(NS(=O)(=O)c2ccc(NC(=O)C(F)(F)F)cc2)nc(C)n1 = CHT allo act = i; OX1R antagonist = -22
# Shown for CN1CC(C(=O)O)Cc2c1ccc1ccccc21 (stereo not given) = CHT allo act = i; OX1R antagonist = -9

# The list goes on:
# Second line of a record: CHT allo act, OX1R antagonist
> CCCn1c(SCc2ccc(C(=O)OC)o2)nc2ccccc2c1=O
→ 6.7*, -30
> COc1ccc(C(=O)CCC(=O)Nc2ccc(Cl)cc2)cc1
→ i, /
> CCOC(=O)Cc1csc(NC(=O)c2ccc(F)cc2)n1
→ i, -7
> O=C(NCCc1ccccc1)C(=O)NCCC1CCCCN1S(=O)(=O)c1cccs1 (stereo not given)
→ i, -6
> Nc1cc(C(F)(F)F)cc([N+](=O)[O-])c1N
→ i, 11
> COc1cccc(C2c3[nH]c4ccccc4c3CCN2Cc2cccn2-c2ncccn2)c1 (stereo not given)
→ i, -25
> CC(=O)N(C)c1ccc(N=Cc2cc3c(cc2[N+](=O)[O-])OCO3)cc1
→ i, -5
> CC(=O)/C=C1/SC(CC(=O)O)C(=O)N1c1ccccc1 (stereo not given)
→ i, 5
> CCOC(=O)Cc1nnc(NCc2ccccc2)c2ccccc12
→ i, -34
> COCCNc1nc2c(c(=O)n(C)c(=O)n2C)n1Cc1cccc(C)c1
→ i, -13
> CCN(CC(=O)Nc1c(F)cccc1F)C(=O)c1ccccn1
→ /, 6
> NC(=O)c1ccccc1[N+](=O)[O-]
→ /, -7
> C=CCSc1nnc2c(n1)[nH]c1c(C)cccc12
→ i, -3
> COc1ccc2c(CC(=O)OCC(=O)NC(N)=O)coc2c1
→ i, -16
> CCOC1=C/C(=C/c2c(N)n3nc(CC(=O)N4CCCC4)sc3nc2=O)C=CC1=O
→ i, 0
> Cc1ccc(OCCN2C(=O)NC3(CCc4ccccc4C3)C2=O)cc1 (stereo not given)
→ i, -16
> Cc1ccc(CNC(=O)CN(C)S(=O)(=O)c2cccc3nsnc23)cc1
→ i, -19
> COc1ccc(N(C(=O)c2ccco2)C(C(=O)NC2CCCCC2)c2cccs2)cc1OC (stereo not given)
→ i, -48
> CCc1ccccc1NC(=O)Nc1ccon1
→ i, /
> O=c1[nH]c(S)nc2sc3c(c12)CCCC3
→ i, -24
> CC1CN(C(=O)CCNC(=O)c2ccc(Cl)cc2)CC(C)O1 (stereo not given)
→ i, -8
> Cc1nn(Cc2ccc([N+](=O)[O-])cc2)c(=O)n1-c1ccc(F)cc1
→ i, -1
> N/C(=N\OC(=O)CCCc1ccccc1)c1cccnc1
→ i, -8
> C[C@H](NC(=O)c1ncn(C)c1C(=O)N[C@@H](C)c1ccccc1)c1ccccc1
→ /, -16
> Cn1c(=O)[nH]c(=O)c2c1nc(N1CCCCC1)n2C/C=N/NC(=O)c1cc(Br)ccc1O
→ i, -29
> Cc1ncc(S(=O)(=O)C(C)(C)C)c(N)n1
→ i, 4
> O=C(NCCc1ccc(Cl)cc1)C1CC(=O)N(C2CCCCC2)C1 (stereo not given)
→ i, -19
> CCCC(=O)NCCc1cc2ccc(C)c(C)c2[nH]c1=O
→ i, 5
> COc1cc(/C=N/NC(=O)C(=O)NCc2ccco2)cc(Cl)c1O
→ i, -11
> CCN(C[C@H]1N[C@@](Cc2ccccc2)(C(=O)OC)[C@H]2C(=O)N(Cc3ccccc3)C(=O)[C@@H]12)C(=O)c1ccc(C)cc1
→ /, -34
> Cc1cc(O)cc(=O)n1Cc1ccco1
→ i, -25
> Cc1nc(N2CCN(c3ccc(Cl)cc3)CC2)[nH]c(=O)c1C
→ i, 3
> COC(=O)c1ccc(C(=O)OC)c(NC(=S)N2CCCC2)c1
→ i, -6
> Cc1ccc(OCC(=O)N2CCN(C(=O)c3cccc(F)c3)CC2)cc1
→ i, -24
> Cc1ccsc1C(=O)NNC(=O)COc1ccc(Br)cc1
→ /, -1
> Cc1cc(NC(=O)CN2CCC(O)(c3cccc(F)c3)CC2)no1
→ i, -16
> Cc1cccc(-n2ncc3c(N4CCOCC4)ncnc32)c1
→ i, 7
> COC(=O)COc1ccc(C2NC(=O)NC(c3ccccc3)=C2C(C)=O)cc1OC (stereo not given)
→ i, -2
> CC(C)OCCCNC(=O)c1cc(S(=O)(=O)N2CCCCC2)c[nH]1
→ i, -20
> CCc1nn(CC(=O)N(C)C2CCCCC2)c(=O)c2cc3cc(C)ccc3n12
→ i, -4
> N#C/C(=C\Nc1ccc2c(c1)OCCO2)c1nc2ccccc2[nH]1
→ i, 28
> COc1ccc(S(=O)(=O)N(C)C[C@H]2Oc3ccc(NC(=O)Nc4ccc(C(F)(F)F)cc4)cc3C(=O)N([C@H](C)CO)C[C@@H]2C)cc1
→ /, 6
> COc1ccc(CCN2CNc3c(c(=O)n(C)c(=O)n3C)C2)cc1OC
→ i, -6
> CCCCCOc1ccc(NC2=CC(=O)CCC2)cc1
→ i, -16
> CC(=O)NC12CC3CC(C1)CC(C(=O)OCC(=O)NC(=O)c1cccn1C)(C3)C2
→ i, 0
> NC(=O)CC(NC(=O)c1ccccc1)c1ccc(NCCc2cccc(F)c2)c([N+](=O)[O-])c1 (stereo not given)
→ i, -19
> COc1ccc(OC)c(-c2nnc(SCC(=O)N3CCCc4ccccc43)o2)c1
→ i, -31
> O=C(COC(=O)C1CCC1)Nc1ccc(Cl)cn1
→ /, 6
> CCc1ccc(-c2cc3c(=O)n(CC(=O)NCCCN4CCN(C)CC4)ncn3n2)cc1
→ i, -2
> COc1cc(NC(=O)C2CCCCN2)ccc1OCC(C)C (stereo not given)
→ i, -30

# Other records follow.
# Second line of a record: CHT allo act, OX1R antagonist
> COc1ccc(CN2CCCCC2C(=O)Nc2ccc(OC)c(OCC(C)C)c2)cc1OC (stereo not given)
→ i, -42
> CCOC(=O)CC1(NC(=O)C2CCC(=O)N(Cc3ccccc3F)C2)CCCCC1 (stereo not given)
→ i, -23
> CC(C)(C)c1ccccc1NC(=O)CN1C(=O)NC2(CCCCCC2)C1=O
→ /, -8
> CNc1nc(NCc2ccccc2)nc(N)c1[N+](=O)[O-]
→ i, -26
> Cc1cc(=O)c(C(=O)c2ccccc2)c(C)o1
→ i, -9
> Cc1nc(N)sc1Cc1ccc2c(c1)OCO2
→ i, -2
> N#Cc1ccc(OCc2nnc(SCC(=O)N3CCCc4ccccc43)n2-c2ccccc2)cc1
→ i, -40
> O=C(NC1CCCN(Cc2ccc(Cl)cc2)C1)c1ccoc1 (stereo not given)
→ i, -12
> COc1cccc(NC(=S)N2CCn3c(nc4ccccc43)C2)c1
→ i, -5
> COCCCN1CN(S(=O)(=O)c2ccc(C)cc2C)c2nc3ccccc3nc21
→ i, -41
> O=C(Nc1ccc(N2CCN(C(=O)c3cccs3)CC2)cc1)c1ccccc1F
→ i, -36
> COc1ccc(N2CCN(CCCNS(=O)(=O)c3ccc4c(c3)oc(=O)n4C)CC2)cc1
→ i, -13
> CC[C@@H]1C=C(C(=O)O)[C@H](c2ccc(C)cc2)N1S(=O)(=O)c1ccc(C)cc1
→ /, -7
> Cc1ccc(NC(=O)CN(C)C(=O)CSc2nc3ccccc3o2)cc1
→ i, -16
> CC(=O)Oc1c(C)c(=O)n(C)c2ccccc12
→ i, -13
> COC(=O)c1ccc(CSC2=NCCS2)cc1
→ i, -4
> COc1ccccc1NC(=S)NNC(=O)c1nn(C)c(C)c1Cl
→ i, -15
> COCCn1cc(C(=S)N2CCCCC2)c2ccccc21
→ i, -31
> COC(=O)CN(c1ccccc1OC)S(=O)(=O)c1ccccc1
→ i, -18
> O=C(CNC(=O)c1ccc(S(=O)(=O)N2CCCC2)cc1)N/N=C/c1ccc(Cl)cc1Cl
→ i, -12
> COC(=O)c1ccc(CSc2ncnc3ccccc23)o1
→ i, -10
> CCN(CC)CCNc1oc(-c2ccccc2)nc1S(=O)(=O)c1ccccc1
→ /, -18
> CCNC(=S)Nn1cnc2ccccc21
→ i, 2
> CSCC(=O)N1CCCC(CNC(=O)c2ccc(-c3ccccc3)cc2)C1 (stereo not given)
→ i, -19
> CCn1cc(CN2CCN(Cc3ccsc3)C(CCO)C2)cn1 (stereo not given)
→ i, 2
> COc1ccc(-c2cc(C(F)(F)F)nc(SCC(=O)NCc3cccs3)n2)cc1
→ i, -18
> CNC(=S)N(CCc1c(C)[nH]c2ccc(Cl)cc12)Cc1cccs1
→ i, 12
> Cc1cc(C(=O)O)ccc1-n1c(C)cc(/C=C2\SC(=O)NC2=O)c1C
→ i, -11
> O=C(C1CCCO1)N1CCN(S(=O)(=O)c2cc(F)ccc2F)CC1 (stereo not given)
→ i, -2
> C=CCOc1ccc(/C=N/NC(=O)C(=O)Nc2ccccn2)cc1OC
→ i, -5
> CCOc1ccc(CCNC(=O)CSc2nnnn2C)cc1OCC
→ i, -28
> Cc1cccc([N+](=O)[O-])c1NC(=O)COC(=O)C1CCCO1 (stereo not given)
→ /, -7
> COC(OC)C12c3ccccc3C(c3ccccc31)C1C(=O)N(c3cccnc3)C(=O)C12 (stereo not given)
→ i, -22
> Cc1cc(C)cc(S(=O)(=O)c2cnc3ccccc3n2)c1
→ i, -14
> O=C(Cn1[nH]c(=O)c2ccccc2c1=O)NC1CCN(Cc2ccccc2)CC1
→ i, -15
> O=C1NC(c2ccc3c(c2)OCO3)Oc2ccccc21 (stereo not given)
→ i, -2
> Cc1ccc(N/C=C(/C#N)c2ccsc2)cc1C
→ i, -42
> O=C(CC1C(=O)NCCN1Cc1ccccc1C(F)(F)F)NCCN1CCCCC1=O (stereo not given)
→ i, -8
> COc1ccccc1NS(=O)(=O)c1cc(NC(=O)c2ccccc2[N+](=O)[O-])ccc1N1CCOCC1
→ /, 0
> CC(=O)c1c(C)[nH]c(C(=O)NNC(=O)COc2cc(C)ccc2C(C)C)c1C
→ /, -21
> O=C(NC1CCSc2ccccc21)c1cccc(Br)c1 (stereo not given)
→ i, -17
> Cc1ccc(S(=O)(=O)N2CCN(C(=O)c3ccc([N+](=O)[O-])cc3)C2)cc1
→ i, -12
> CCc1nnc(NC(=O)C=C(C)C)s1
→ i, -15
> O=C(NCc1ccco1)c1cnn2c1NC(c1ccccc1)CC2C(F)(F)F (stereo not given)
→ i, -21
> COc1cc(CCC(=O)OCC(=O)Nc2ccc(C(N)=O)cc2)cc(OC)c1OC
→ i, 4
> Cc1cc(C(=O)NNC(=S)Nc2ccccc2)nn1C
→ i, -9
> Cc1cc(C)nc(NC(=O)/C=C/c2ccc(Cl)cc2)n1
→ i, -22
> O=C(O)C1=CC[C@@H](c2ccc(Cl)cc2)N(S(=O)(=O)c2ccc(Cl)cc2)[C@H]1c1ccccc1
→ i, -13
> O=C(N=Nc1c(O)[nH]c2ccc(Br)cc12)c1cc(-c2cccc3ccccc23)n[nH]1
→ i, -18
> O=C1CCCc2nc(NCc3ccco3)ncc21
→ i, -22

# Next section:
# Second line of a record: CHT allo act, OX1R antagonist
> CC(=O)N=c1ncn(CC(COC(C)=O)OC(C)=O)c2nc[nH]c12 (stereo not given)
→ i, -24
> CCN(CC)Cc1cc2ccccc2c2c1COC2
→ i, -12
> CC(=O)Nc1nc(-c2cccc3ccccc23)cs1
→ i, -6
> Cc1ccc[n+](CC(=O)c2ccc(Cl)cc2)c1
→ i, -18
> NNC(=O)c1oc2nc(-c3ccco3)cc(-c3ccco3)c2c1N
→ i, 3
> COc1ccc(N(CC(=O)Nc2cccnc2)S(=O)(=O)c2ccccc2)cc1OC
→ i, -17
